# Compound activity: PubChem BioAssay, several laboratories
# Mcl1 Noxa PPI: Mcl-1/Noxa interaction inhibition; TR-FRET Mcl-1/Noxa peptide binding, 2 h; 1.5% of 220,000 active; inhibition, % at 21.7 µM; AID 1022;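 active means compounds that cut the protein-peptide binding signal by more than 50% relative to plate controls in a single-dose test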;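 further: His-tagged Mcl-1 with rhodamine Noxa BH3 peptide and terbium anti-His antibody; 0% = Mcl-1 plus Noxa peptide wells and 100% = peptide-only wells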
# Pf gamet viab: P. falciparum stage V gametocyte viability inhibition; P. falciparum stage V gametocytes, ATP luminescence, 24 h; inhibition, % at 10.9 µM; AID 743093; 0.065% of 150,000 active;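 active means inhibition above the mean plus 3 SD of compounds within the control limits, set per campaign, cut at about 38% in these data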;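 further: 0% = DMSO wells and 100% = medium only without gametocytes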
# Rab2 wt GTP: changes GTP binding to wildtype dog Rab2A, up or down; GST-Rab2 wt beads, Bodipy-GTP binding, flow cytometry; P61105; GTP binding activity, % at 10 µM; 0.19% of 190,000 active;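 active means GTP binding activity at least 20 points away from 100%, either lowered or raised; inconclusive means signal likely due to the compound's own green fluorescence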;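 further: 0% = beads with excess unlabeled GTP and 100% = no-compound control corrected for plate trend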
# ABCG2 inh: human ABCG2 inhibition, ABCB1 as counter-screen. IgMXP3 cells, JC-1 efflux, flow cytometry. inhibition, % at 6.6 µM. 0.1% of 190,000 active;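 active means inhibition above 80%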;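 further: 0% = DMSO and 100% = nicardipine control wells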
#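 Read-out basis: Efflux inhibition in percent versus controls | Test system: ABCG2 IgMXP3 and barcoded ABCB1 CCRF-Adr cell mix | Quantity: 3 million cells/mL in well | Schedule: 10 min at 25 °C | Control set: Nicardipine as high control, DMSO as low control | Reagent: JC-1 as fluorescent efflux pump substrate | Signal: Flow cytometry of retained JC-1 fluorescence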
# HRas wt GTP bind: changes GTP binding to wildtype human HRas | P01112 | GST-Ras wt beads, Bodipy-FL-GTP binding, flow cytometry; actives lie on both sides | GTP binding activity, % at 10 µM | 0.14% of 190,000 active | AID 759;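 active means GTP binding activity at least 20% away from the 100% baseline, either lowered as inhibitor or raised as activator; inconclusive means flagged as likely green fluorescent, judged across all proteins in the well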;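 further: 0% = unlabeled GTP competition control and 100% = no-compound control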
# Rac1 mut GTP: human Rac1 activated mutant GTP binding change. AID 764. GST-Rac1 activated beads, fluorescent GTP binding, flow cytometry; actives lie on both sides; 100% means binding = to untreated wells. percent activity (GTP binding), % at 10 µM. 0.11% of 190,000 active. P63000;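 active means GTP binding at least 20 percentage points away from the 100% baseline, in either direction, so actives lie on both sides; inconclusive means Compound likely fluorescent itself, or too few beads counted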
# Cdc42 wt: modulators (inhibitors or activators) of GTP binding to human Cdc42 wildtype. P60953. GST-Cdc42 beads, Bodipy-GTP binding, flow cytometry; actives lie on both sides. percent activity (GTP binding), % at 10 µM. 0.2% of 190,000 active. AID 761;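 active means percent activity GTP binding at least 20 points away from the 100% baseline, either down as inhibitor or up as activator; inconclusive means compound flagged as likely green fluorescent from well-wide comparison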;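 further: median bead fluorescence of bound Bodipy-FL-GTP at 100 nM; 0% = excess unlabeled GTP control and 100% = no compound control; below 100% means less GTP binding so inhibitor and above means activator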
# Rac1 wt GTP bind: modulators of human Rac1 wildtype GTP binding. P63000. GST-Rac1 beads, fluorescent GTP binding, flow cytometry; actives lie on both sides; 0 = cold GTP competed, 100 = untreated. GTP binding activity (% of control), % at 10 µM. 0.27% of 190,000 active. AID 757;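 active means GTP binding activity at least 20 points away from the 100% control level, either lower or higher; inconclusive means compound flagged as likely green fluorescent, judged across all proteins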
# ABCB1 inh: inhibitors of human ABCB1 transporter, ABCG2 counter-screen; P08183; CCRF-Adr cells, JC-1 efflux, flow cytometry; inhibition, % at 6.6 µM; 0.067% of 190,000 active; AID 1326; in the data active means inhibition above about 40%;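 further: 0% = vehicle and 100% = reference inhibitor; higher value means more JC-1 retained so stronger ABCB1 efflux block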
# Target sequence (P08183 whole entry, looked up): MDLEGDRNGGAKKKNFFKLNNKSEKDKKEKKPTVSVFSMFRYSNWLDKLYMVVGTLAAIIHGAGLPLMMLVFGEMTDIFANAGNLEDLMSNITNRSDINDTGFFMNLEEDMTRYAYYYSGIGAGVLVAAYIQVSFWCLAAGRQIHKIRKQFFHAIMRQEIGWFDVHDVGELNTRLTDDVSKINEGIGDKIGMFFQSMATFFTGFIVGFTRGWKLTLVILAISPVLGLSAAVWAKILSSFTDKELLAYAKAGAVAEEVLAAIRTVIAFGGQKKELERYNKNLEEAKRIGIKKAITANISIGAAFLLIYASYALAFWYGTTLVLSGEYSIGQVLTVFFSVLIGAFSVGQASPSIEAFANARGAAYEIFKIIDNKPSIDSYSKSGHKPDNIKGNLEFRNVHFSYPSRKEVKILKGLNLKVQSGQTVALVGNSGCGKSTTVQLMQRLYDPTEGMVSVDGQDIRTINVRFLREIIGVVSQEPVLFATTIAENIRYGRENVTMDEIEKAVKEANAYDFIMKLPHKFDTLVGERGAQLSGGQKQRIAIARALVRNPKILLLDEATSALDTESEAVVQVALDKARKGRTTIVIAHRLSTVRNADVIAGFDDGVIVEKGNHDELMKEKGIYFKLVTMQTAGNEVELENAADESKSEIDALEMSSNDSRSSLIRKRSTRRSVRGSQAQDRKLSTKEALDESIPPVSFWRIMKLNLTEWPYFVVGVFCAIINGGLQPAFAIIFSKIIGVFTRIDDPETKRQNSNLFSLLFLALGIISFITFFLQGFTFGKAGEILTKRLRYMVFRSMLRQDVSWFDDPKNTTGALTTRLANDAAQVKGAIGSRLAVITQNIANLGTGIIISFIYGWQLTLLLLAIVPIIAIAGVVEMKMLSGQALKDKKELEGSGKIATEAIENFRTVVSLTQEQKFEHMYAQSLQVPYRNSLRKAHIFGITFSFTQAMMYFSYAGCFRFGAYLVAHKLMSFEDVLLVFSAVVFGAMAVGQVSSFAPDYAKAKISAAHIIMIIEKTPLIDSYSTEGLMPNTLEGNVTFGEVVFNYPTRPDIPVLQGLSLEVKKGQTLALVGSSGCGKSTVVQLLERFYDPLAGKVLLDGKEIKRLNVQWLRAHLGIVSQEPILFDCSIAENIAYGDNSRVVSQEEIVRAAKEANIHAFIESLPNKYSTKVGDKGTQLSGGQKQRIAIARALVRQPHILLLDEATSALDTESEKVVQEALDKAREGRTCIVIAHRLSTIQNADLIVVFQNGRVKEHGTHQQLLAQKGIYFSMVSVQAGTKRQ
# Rab7 wt GTP bind: alters GTP binding to wildtype dog Rab7; GST-Rab7 beads, fluorescent GTP binding, flow cytometry; actives lie on both sides; untreated = 100%, excess cold GTP = 0%; GTP binding activity (percent of control), % at 10 µM; 0.055% of 190,000 active;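 active means fluorescent GTP binding to Rab7 beads changed by at least 20 points from the 100% baseline, either direction, mostly lower; inconclusive means compound itself probably fluorescent, or too few beads counted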;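 further: median green fluorescence of bound Bodipy-FL-GTP per Rab7 bead population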
# Avidin bead fluor: avidin bead compound fluorescence profile; AID 1775; 0.38% of 220,000 active; fluorescence (KMESF) at 10 µM; Avidin beads, compound fluorescence 488/530 nm, flow cytometry; active compounds read high; in the data active means fluorescence above about 47; further: inactives centre near 10
# The depositor's hits bear a star; ? = inconclusive; . = not tested or not shown.
SMILES,Mcl1 Noxa PPI,Pf gamet viab,Rab2 wt GTP,ABCG2 inh,HRas wt GTP bind,Rac1 mut GTP,Cdc42 wt,Rac1 wt GTP bind,ABCB1 inh,Rab7 wt GTP bind,Avidin bead fluor
N#C/C=C(/c1ccc(F)cc1)N1CCOCC1,15,14,95,-1,95,95,97,96,-0.4,93,14
COc1ccc(C(c2oc(CO)cc(=O)c2O)c2oc(CO)cc(=O)c2O)cc1OC,-68,4,101,0,99,99,96,99,0.1,106,5
CN(C)S(=O)(=O)c1cccc(-c2nn(-c3ccccc3)cc2/C=C(\C#N)c2nc3ccccc3[nH]2)c1,4,.,104,-9,99,103,99,107,0.4,103,5
CC(C)(C)C(=O)Nc1ccc(-c2cn3ccsc3n2)cc1,-14,16,96,0,96,95,97,98,0.0,95,34
CC(C(=O)Nc1ccccc1Br)c1ccc([N+](=O)[O-])cc1 (centres undefined),5,-7,96,6,95,97,97,99,0.7,95,12
CCN(CC)S(=O)(=O)c1ccc(N/N=C/c2ccc(O)cc2)nc1,15,.,92,11,92,92,91,90,0.4,98,11
COc1ccc(S(=O)(=O)N2CCCCC2)cc1NC(=O)c1ccc2c(c1)OCO2,-2,-7,96,28,100,97,100,100,0.5,100,9
O=c1[nH]c(=O)n(Cc2ccco2)c2c1C(C(F)(F)F)(C(F)(F)F)N=C(C1CCCCC1)N2,-17,5,103,2,104,99,104,100,0.5,100,11
O=C(Nc1ccc2c(c1)OCO2)N1CCN(c2ccccc2)CC1,4,-5,94,12,98,98,98,98,1.1,97,10
O=C(Nc1ccon1)c1cccc(S(=O)(=O)N2CCCCCC2)c1,10,-19,100,24,101,99,101,104,1.0,104,14
CCCS(=O)(=O)N1CCN(CC2CC=CCC2)CC1 (centres undefined),16,-12,100,1,100,99,101,98,0.5,98,13
CN(CC(=O)Nc1ccccn1)S(=O)(=O)c1ccc(Cl)cc1,2,.,99,-1,99,99,99,102,-0.5,96,15
CCN1CCN(C(=S)Nc2ccc3nc4n(c(=O)c3c2)CCCCC4)CC1,8,.,95,9,95,96,97,100,1.1,94,18
O=C(O)CC(NC(=O)C1CCCCC1)c1ccc(OC2CCCC2)cc1 (centres undefined),-6,2,?,-1,?,?,?,?,-0.2,?,23
CC(C)(C)SCCNC(=O)c1ccccc1,1,16,103,0,103,100,104,110,-0.1,105,8
CCOC(=O)c1csc(NC(=O)CC2CCCC2)n1,-10,-18,96,1,98,95,94,96,0.0,103,26
CCCC1(C(=O)OCC)NC(c2cc(OC)c(OC)c(OC)c2)C2C(=O)N(CC)C(=O)C21 (centres undefined),8,-19,95,3,96,96,93,98,0.9,92,4
O=C(c1cccc(N2C(=O)c3ccccc3C2=O)c1)N1CCCCCC1,8,-17,98,4,98,97,100,100,2.3,97,10
Cc1cccnc1NC(=O)c1ccccc1NC(=O)C(C)(C)C,-9,.,97,1,98,98,101,100,0.0,95,21
N/C(=N\OC(=O)c1cc(-c2ccccc2)nc2ccccc12)c1ccc(Cl)cc1,-14,9,99,0,98,97,97,97,-0.1,102,12
Cc1cc(C)cc(NC(N)=S)c1,-7,8,101,0,100,97,98,100,-0.2,101,7
COc1ccc(Nc2ccc3c(c2)=NC2(CCCCC2)[N+]=3[O-])cc1,-3,18,97,9,98,98,99,98,1.7,91,12
CC(C)N(Cc1cnn(C)c1)Cc1nc(-c2ccc(Cl)cc2)no1,-2,22,101,4,101,97,98,106,0.8,106,13
CCCCSC1(SCCCC)N=C(N)C2(C#N)C(c3ccccc3)NC(C)=C(C)C12C#N (centres undefined),0,7,100,8,101,99,103,106,1.4,99,22
O=C(NCSC1=NCCS1)c1ccccc1,-5,.,98,0,99,98,100,97,0.1,96,17
COc1cc(/C=N/N2CCN(c3ccccc3OC)CC2)ccc1O,21,11,102,3,100,100,99,103,0.3,101,14
Cc1nc(N)c(C#N)c(-c2ccccc2)c1C,-19,.,101,4,102,99,101,100,0.8,105,5
CN1CCCN(C2C3CC4CC(C3)CC2C4)CC1 (centres undefined),19,12,99,1,99,98,101,102,0.0,101,4
Cc1nc(-n2nnc3ccccc32)c2c3c(sc2n1)CCCC3,20,-37,102,4,100,100,103,107,0.4,103,10
CCCCCCn1nc(C(=O)OCC(=O)c2c(N)n(C)c(=O)n(C)c2=O)c2ccccc2c1=O,14,24,82,0,84,86,83,84,-0.3,91,10

# Overlap with the part before: 2 entries, then new ones.
SMILES,Mcl1 Noxa PPI,Pf gamet viab,Rab2 wt GTP,ABCG2 inh,HRas wt GTP bind,Rac1 mut GTP,Cdc42 wt,Rac1 wt GTP bind,ABCB1 inh,Rab7 wt GTP bind,Avidin bead fluor
Cc1nc(-n2nnc3ccccc32)c2c3c(sc2n1)CCCC3,20,-37,102,4,100,100,103,107,0.4,103,10
CCCCCCn1nc(C(=O)OCC(=O)c2c(N)n(C)c(=O)n(C)c2=O)c2ccccc2c1=O,14,24,82,0,84,86,83,84,-0.3,91,10
Cc1sc(NC(=O)c2ccco2)c(C(c2ccccc2)N2CCC(C)CC2)c1C (centres undefined),-4,-30,93,2,90,91,95,86,0.7,96,26
Cc1ccc(S(=O)(=O)N2CCC(C(=O)N3CCC[C@H]3C(=O)NC3CCS(=O)(=O)C3)CC2)cc1 (some centres undefined),9,3,98,0,97,96,97,97,0.1,99,15
CCOC(=O)c1cnc2cc3c(cn2c1=O)CCCC3,15,.,?,7,?,?,?,?,1.3,?,16
Cc1ccsc1/C=N/NC(=O)c1ccccn1,8,-7,103,3,102,102,103,106,-0.4,100,14
CCc1cccc(CC)c1NC(=S)NCc1nc2ccccc2[nH]1,11,8,98,4,97,96,99,101,0.3,99,14
CCn1c(C)[n+](Cc2ccccc2)c2ccc(C(=O)OC)cc21,15,.,96,2,98,94,100,96,-0.1,97,9
CN(C)c1c([N+](=O)[O-])cc2[nH]c(=O)[nH]c2c1[N+](=O)[O-],41,-6,98,7,99,97,99,102,0.5,100,28
Cc1cc(Br)c(OCc2ccc(C(=O)N/N=C3\CC(=O)CC(C)(C)C3)cc2)c(Br)c1,-8,-19,98,-2,99,99,100,102,-0.1,98,11
CCNC(=O)N1C(=O)C2(OCCO2)c2cc(Br)ccc21,-5,-21,104,1,104,101,108,110,0.3,99,7
N#CCSc1nnc(-c2ccc(F)cc2)n1N,18,-1,97,1,99,98,101,100,0.2,94,11
O=C(/C=C/c1ccccc1)Nc1ccc(Cl)cn1,7,.,96,7,97,94,95,98,-0.7,110,10
N=c1ccn(Cc2ccc(Cl)c(Cl)c2)cc1,9,.,104,2,104,103,104,105,0.1,103,12
CCOC(=O)C(NC(C)=O)C(=O)Nc1c(C)cccc1C (centres undefined),-2,.,102,0,101,96,98,98,0.0,103,9
O=C(NNC(=S)NC(=O)c1ccco1)c1ccc(NC(=O)c2ccccc2)cc1,-51,-29,90,-1,91,90,93,92,-0.6,91,13
Cc1ccccc1NC(=O)c1ccc(NS(=O)(=O)c2cc(C(C)(C)C)cc(C)c2C)cc1,17,-21,92,1,94,93,93,93,0.9,96,7
CC(C)CCNC(=O)C1(c2cccs2)CCOCC1,4,-13,98,-2,97,95,92,98,-0.3,96,9
C=CCn1c(=NC(=O)C2CCCCC2)sc2cc(NC(C)=O)ccc21,1,.,100,3,101,98,101,104,1.2,101,8
Cc1cc(N2CCOCC2)ccc1/C=C1\NC(=O)N(CC(=O)Nc2ccc(F)cc2)C1=O,9,6,98,2,101,96,99,101,0.1,104,11
COc1cc(/C=C(\C#N)C(=O)NCC2CCCO2)ccc1OC(C)C (centres undefined),-16,.,101,10,101,99,101,103,.,98,17
Cc1ccc(S(=O)(=O)NNC(=O)CCCCC(=O)NNS(=O)(=O)c2ccc(C)cc2)cc1,15,0,99,3,102,95,97,102,0.7,103,22
O=C(CNC(=O)c1ccc2c(c1)OCO2)N/N=C/c1cccc([N+](=O)[O-])c1,9,7,95,0,98,94,94,99,0.0,97,10
CCOC(=O)CNC(=O)C12CC3CC(C1)CC(c1ccc(C)cc1)(C3)C2,-19,0,93,-2,93,95,97,93,-0.5,91,20
O=C(CSc1nnc(-c2ccccc2F)n1C1CC1)Nc1cccnc1Cl,-12,.,99,5,100,95,98,105,1.6,101,3
C1CCC(CNc2c3c(nc4nnnn24)CCCC3)CC1,-2,1,94,4,97,93,95,93,0.7,95,11
CN(Cc1ccccc1)C(=O)COC(=O)c1ccc(Cl)c(N)c1,16,.,96,2,98,99,101,104,0.6,99,15
CC(C)Cn1c(N)c(-c2nc(C(C)C)c(C(=O)c3ccccc3F)s2)c(=O)n(C)c1=O,-9,.,96,1,95,87,100,91,0.0,99,9
S=c1[nH]cc(-c2ccccc2)n1-c1ccccc1,-7,.,103,0,103,102,107,106,0.1,102,32
COc1ccc(C(C(=O)NC2CCCC2)N(C(=O)c2ccoc2C)c2ccc(C)cc2)cc1 (centres undefined),-16,.,95,-5,96,95,95,97,-4.3,93,1
COc1ccccc1NC(=O)CN1CCC(n2nnc3cc(F)ccc32)CC1,-9,.,99,5,99,96,97,99,1.0,95,10
Cc1cccc(N2CCN(C(=S)c3ccc(-c4ccccc4[N+](=O)[O-])o3)CC2)c1,22,7,93,15,94,91,92,96,0.4,95,14
Cc1csc(-c2cnn(-c3ccccc3)c2NC(=O)c2cccc(F)c2)n1,1,.,98,0,97,98,98,101,0.0,99,2
O=C(O)c1ccc(COCC(F)(F)C(F)F)o1,17,-1,94,6,98,92,97,94,0.9,92,11
Cc1cc(Nc2ccccc2)nn1C(=O)c1ccccc1,8,.,99,6,102,101,102,104,0.3,99,14
COc1ccc(C(CC(=O)c2ccc(O)cc2)S(=O)(=O)c2ccc(C)cc2)cc1 (centres undefined),-5,.,98,4,100,95,99,99,1.1,103,19
COc1ccc(Cc2n[nH]c(=S)n(N)c2=O)cc1,16,26,100,3,99,95,101,100,2.4,104,11
CCCCOc1ccc(Cc2c(Cl)nc(SC)nc2N2CCOCC2)cc1,6,-1,97,2,98,91,99,105,0.8,97,13
O=C1C2CCCN2C(=O)N1CCCN1CCN(c2cccc(Cl)c2)CC1 (centres undefined),32,3,102,2,101,100,102,103,0.4,101,2
Cc1cccc(Oc2nc3ccccn3c(=O)c2/C=C(\C#N)C(=O)NC2CCS(=O)(=O)C2)c1 (centres undefined),-20,-17,103,0,103,102,99,102,-0.4,103,3
COC(=O)C1CCN(C(=O)c2ccc(SC)cc2OC)CC1,8,0,102,1,98,96,98,101,0.6,99,14
